Bcl-B TR3 displacers: displacers of TR3 peptide from Bcl-B, primary screen, selectivity assay for Bfl-1 inhibitor project, biochemical, fluorescence polarization; FP displacement of FITC-TR3 peptide from Bcl-B; higher % means a stronger effect; AID 748; displacement, % at 20 µM; hits with a dose series show IC50 in µM; 96,000 tested, 0.11% active;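 active means displacement above 50% at 20 µM plus a fluorescence interference ratio under 1.5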;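 further: plate controls were wells without compound for no effect and wells lacking Bcl-B protein for full effect; a part of the inactive calls stands beside numbers as strong as those of hits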
PLAP inhibitors HTS: inhibition of human placental alkaline phosphatase – biochemical, luminescence, HTS (AID 690). purified PLAP, luminescent substrate; higher % means a stronger effect. one-dose inhibition, % at 20 µM; IC50 in µM for titrated hits. 96,000 tested, 0.08% active; in the data active means a potency from the dose series; inactive means the rest, 99 in 100 with inhibition below about 30%; further: strong numbers were not always called active
IL1B NFkB pot: enhances IL-1B driven NFkB nuclear translocation | HUVEC IL-1B NFkB p65 nuclear translocation imaging | activation, % at 2 µM | 94,000 tested, 0.3% active;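 active means activation above 40%, about the mean plus 3 SD, also judged a hit on visual image review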;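 further: percent activation is computed from the nuclear over cytoplasmic p65 intensity ratio; values of inactives mirror those of a sister screen read the other way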
MRP resist rev: MRP-mediated drug resistance reversal; H69AR cells + 2 uM doxorubicin, CellTiter-Glo, 72 h; differential viability (reversal), % at 10 µM; 85,000 tested, 0.04% active;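 active means viability drop by adding the cancer drug above about 55%, with treated viability meeting a 40% cutoff, limit read from the data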;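 further: viability without doxorubicin minus viability with 2 µM doxorubicin for each compound; larger differential means the compound sensitizes cells more to doxorubicin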
IL1B NFkB inh: blocks IL-1B driven NFkB nuclear translocation in HUVEC cells. inhibition, % at 2 µM. HUVEC IL-1B NFkB p65 nuclear translocation imaging. 94,000 tested, 0.43% active;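 active means inhibition above about 30% together with a positive call from visual inspection of the well image, limit read from the data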;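 further: nuclear over cytoplasmic p65 intensity ratio measured by imaging; 0% = IL-1B stimulated DMSO wells and 100% = unstimulated DMSO wells; values of inactives mirror those of a sister screen read the other way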
MRP resist rev cytotoxicity: further read-out of MRP resist rev, marked with its call; viability, %; H69AR cells, CellTiter-Glo, 72 h; measured here: cytotoxicity without doxorubicin
MRP resist rev with doxorubicin: second read-out of MRP resist rev, no call of its own (marks repeat the call); viability, %; measured here: viability with 2 uM doxorubicin; hits give low values
IL1B NFkB inh cell count 2 µM: further read-out of IL1B NFkB inh, marked with its call; cell count; measured here: cells passing quality filter;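 raw number of nuclei counted in each imaged well without normalization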
IL1B NFkB pot cell count 2 µM: further read-out of IL1B NFkB pot, marked with its call; cell count; measured here: cells passing quality filter
* marks the source's active call; other numbers are inactive results; · = no result given. Not all compounds are listed. The share of hits here may be higher or lower than overall.

Structure	IL1B NFkB inh	IL1B NFkB pot	MRP resist rev	Bcl-B TR3 displacers	PLAP inhibitors HTS	IL1B NFkB inh cell count 2 µM	IL1B NFkB pot cell count 2 µM	MRP resist rev with doxorubicin	MRP resist rev cytotoxicity
Cc1ccc(NC(=O)c2ccco2)c(NC(=O)CN2C(=O)c3ccccc3C2=O)c1	-8.1	8.1	-7.5	3.3%	-3.4%	128	128	97.4	89.9
CCN(CC)c1ccc(C2C(C(=O)OCCOC(C)C)=C(C)NC3=C2C(=O)CCC3)cc1 (configuration not stated)	0.1	-0.1	12.2	0.7%	-77.5%	198	198	91.8	104.0
CS(=O)(=O)NCc1nnc(SCC(=O)NC2CCCCC2)n1-c1ccc(F)cc1	3.3	-3.3	-12.7	-5.7%	6.4%	103	103	113.0	100.3
CCCCCC(=O)Nc1ccccc1N1CCN(c2ccccc2)CC1	7.2	-7.2	-2.0	-2.3%	-15.5%	98	98	99.7	97.7
Fc1cccc(-c2cc3nc4c(c(N5CCN(c6cnccn6)CC5)n3n2)CCCC4)c1	-3.9	3.9	-13.1	·	·	93	93	88.5	75.4
CCCC(C(=O)NCc1ccco1)N(C(=O)CNS(=O)(=O)c1ccccc1)C1CCCC1 (configuration not stated)	-13.7	13.7	-3.5	-11.0%	-86.0%	64	64	78.7	75.1
Cc1ccc(-c2nn(-c3ccccc3)c3[nH]c(=O)c(CNCc4ccccc4)cc23)cc1	-5.0	5.0	-4.6	·	·	102	102	97.0	92.4
c1ccc(CCNc2ncnc3c2cnn3-c2ccccc2)cc1	-12.8	12.8	-9.2	·	·	147	147	83.6	74.4
O=C1c2cccnc2C(=O)N1CO	7.5	-7.5	-15.8	9.9%	5.1%	93	93	107.4	91.6
O=C(O)c1ccc(NS(=O)(=O)c2ccc(Cl)cc2)cc1	-1.8	1.8	12.3	-4.9%	-0.9%	105	105	88.4	100.7
O=C(C1CCN(S(=O)(=O)N2CCOCC2)CC1)N1CCc2ccccc21	0.1	-0.1	7.0	-11.7%	-0.5%	95	95	83.5	90.5
COC(=O)c1ccc(/C=C/C(=O)c2ccc(OC)cc2)cc1	-9.9	9.9	·	4.4%	15.1%	103	103	·	·
O=C(CCS(=O)(=O)c1cccc2nonc12)Nc1cccc2c1CCCC2	-13.1	13.1	-2.1	4.8%	17.0%	58	58	87.4	85.3
COc1ccc(NC(=O)c2sccc2SCC#N)cc1	-5.1	5.1	·	-3.0%	7.9%	122	122	·	·
Cc1cc(C)n(C(=O)CNC(=O)COc2ccccc2)n1	-11.9	11.9	-5.4	-11.5%	0.7%	117	117	91.0	85.5
COc1cc(-c2nc(-c3ccc(NC(=O)c4ccc(Br)o4)cc3)no2)cc(OC)c1OC	-8.0	8.0	0.6	-22.2%	-61.0%	162	162	3.9	4.5
CC(C)(C)C1CCc2[nH]nc(C(=O)O)c2C1 (configuration not stated)	-9.8	9.8	13.8	3.1%	-47.6%	132	132	75.2	89.0
CC1C(=O)C(C)C(c2ccco2)NC1c1ccco1 (configuration not stated)	·	·	5.7	10.8%	8.9%	·	·	91.6	97.3
COc1cc(S(=O)(=O)N(Cc2ccccc2)Cc2ccccn2)ccc1-n1cnnn1	-27.4	27.4	-6.7	·	·	139	139	86.7	80.0
O=C(CC1SC2=NCCN2C1=O)Nc1ccc(Br)cc1 (configuration not stated)	-12.5	12.5	5.8	·	·	111	111	96.6	102.4
Cc1occc1-c1nnc(SCC(=O)NC(=O)NC(C)C)n1N	-7.1	7.1	6.6	9.4%	-5.0%	126	126	94.6	101.2
COc1cc(OC)cc(C(=O)NC2CCSC2=O)c1 (configuration not stated)	-6.5	6.5	-3.5	38.3%	-17.0%	167	167	98.9	95.5
CSc1nnc(C2CCCN2)n1C (configuration not stated)	-1.7	1.7	0.2	7.6%	10.6%	98	98	92.5	92.7
CCC(C)(C)n1nnnc1C(c1cc2cccc(C)c2[nH]c1=O)N1CCN(C(=O)c2ccco2)CC1 (configuration not stated)	7.1	-7.1	6.2	0.4%	-53.5%	117	117	76.5	82.8
O=S(=O)(Nc1cccc2nsnc12)c1ccccc1	1.6	-1.6	2.2	10.5%	-4.2%	87	87	94.5	96.7
CCOC(=O)C1=C(O)C(=O)N(c2ccc(S(N)(=O)=O)cc2)C1c1ccc(OC)cc1OC (configuration not stated)	-2.1	2.1	-18.9	-5.8%	-1.7%	119	119	118.4	99.4
Cc1cccc(OCC(=O)NNc2c3ccccc3nc3ccccc23)c1	-2.7	2.7	·	-5.3%	14.0%	122	122	·	·
O=C(O)CCc1ccc(-c2cccs2)n1NC(=O)c1ccco1	12.2	-12.2	5.3	13.5%	-21.3%	209	209	100.2	105.5
CCN(CC)S(=O)(=O)c1ccc(F)c(C(=O)NCCCN2CCOCC2)c1	·	·	5.0	-6.3%	-42.3%	·	·	85.2	90.2
Brc1ccccc1OCCCn1cnc2ccccc21	2.5	-2.5	7.2	-3.6%	0.5%	46	46	64.9	72.1

Four compounds from above, ordered by count of non-hydrogen atoms, lowest first:
Structure	IL1B NFkB inh	IL1B NFkB pot	MRP resist rev	Bcl-B TR3 displacers	PLAP inhibitors HTS	IL1B NFkB inh cell count 2 µM	IL1B NFkB pot cell count 2 µM	MRP resist rev with doxorubicin	MRP resist rev cytotoxicity
O=C1c2cccnc2C(=O)N1CO	7.5	-7.5	-15.8	9.9%	5.1%	93	93	107.4	91.6
Brc1ccccc1OCCCn1cnc2ccccc21	2.5	-2.5	7.2	-3.6%	0.5%	46	46	64.9	72.1
Fc1cccc(-c2cc3nc4c(c(N5CCN(c6cnccn6)CC5)n3n2)CCCC4)c1	-3.9	3.9	-13.1	·	·	93	93	88.5	75.4
CCC(C)(C)n1nnnc1C(c1cc2cccc(C)c2[nH]c1=O)N1CCN(C(=O)c2ccco2)CC1 (configuration not stated)	7.1	-7.1	6.2	0.4%	-53.5%	117	117	76.5	82.8

Carrying on:
Structure	IL1B NFkB inh	IL1B NFkB pot	MRP resist rev	Bcl-B TR3 displacers	PLAP inhibitors HTS	IL1B NFkB inh cell count 2 µM	IL1B NFkB pot cell count 2 µM	MRP resist rev with doxorubicin	MRP resist rev cytotoxicity
CC12CCC(C(=O)N3CCN(c4ncccn4)CC3)(c3nc4ccccc4nc31)C2(C)C (configuration not stated)	-14.1	14.1	-6.8	4.4%	-65.0%	18	18	83.2	76.4
COc1ccc(C(=O)N2CCc3cc(OC)c(OC)cc3C2c2cccc([N+](=O)[O-])c2)cc1 (configuration not stated)	-12.2	12.2	·	2.0%	-45.1%	128	128	·	·
CCCC/C(C)=N/NC(=O)Nc1ccccc1	-14.6	14.6	·	0.1%	8.0%	107	107	·	·
CCOc1ccc(C2c3cc(OC)c(OC)cc3CC(=O)N2c2ccc(OC)cc2)cc1 (configuration not stated)	-9.1	9.1	·	9.9%	-53.6%	165	165	·	·
O=C(O)[C@H]1CCCC[C@H]1C(=O)NCCc1ccccc1	0.5	-0.5	2.1	-6.0%	11.7%	152	152	90.7	92.8
COc1ccc(N(C(=O)COc2ccccc2)C2C=CS(=O)(=O)C2)c(OC)c1 (configuration not stated)	-5.0	5.0	-3.0	3.1%	-22.0%	162	162	83.3	80.3
CCOC(=O)Cc1csc(NC(=O)CCCCCN2C(=O)c3cccc4cccc(c34)C2=O)n1	9.3	-9.3	-14.1	·	·	90	90	55.6	41.5
CCOC(=O)c1c(NC(C)=O)sc2c1CCCNC2=O	-13.1	13.1	-14.1	-1.5%	15.3%	167	167	77.9	63.8
O=S(=O)(CC(CN1CCCC1)N1CCCC1)c1ccc2ccccc2c1 (configuration not stated)	-17.7	17.7	0.0	·	·	120	120	1.9	1.9
Nc1ccc(N(c2ccccc2)c2ccc(N)cc2)cc1	3.0	-3.0	7.1	-0.1%	11.7%	166	166	66.0	73.1
C[C@H](NC(=O)C1(c2ccccc2)CCN(C(=O)[C@H]2CSCN2C(=O)OC(C)(C)C)CC1)C(=O)O	-10.6	10.6	6.4	-0.8%	-64.0%	176	176	99.1	105.6
C=CCN(C(=O)CNC(=O)c1ccco1)C(C(=O)NC1CCCCC1)c1ccc(OC)cc1OC (configuration not stated)	0.3	-0.3	-14.7	-1.7%	-75.9%	100	100	83.2	68.5
NC(=O)c1cc(Br)cc2c3c([nH]c12)CCCC3	-2.4	2.4	-26.5	12.7%	12.0%	80	80	44.4	17.9
COc1cccc(/C=N/N2C(=O)NC3(CCCCC3)C2=O)c1O	-7.9	7.9	·	3.6%	-58.8%	161	161	·	·
Cc1ccc(-c2csc(-c3c[nH]c4ccccc34)n2)cc1	15.6	-15.6	·	-1.7%	-1.2%	174	174	·	·
COc1ccc2[nH]c(=O)c(CNC3CCCCC3)cc2c1	11.1	-11.1	16.1	-12.8%	-17.8%	136	136	90.0	106.0
COc1ccc(NCc2nnc(SCC(=O)c3ccc(OC)cc3)o2)cc1	-2.0	-34.5	-4.6	-7.8%	16.3%	158	60	100.8	96.2
N=c1c2c(-c3ccccc3)c(-c3ccccc3)n(Cc3ccco3)c2ncn1CCO	-2.8	2.8	10.6	·	·	90	90	6.8	17.4
O=C(O)c1cccc2[nH]c(C(F)(F)F)nc12	·	·	15.8	0.9%	-74.9%	·	·	90.4	106.2
Cn1c(SCC(=O)N/N=C/c2cccs2)nc2ccccc21	-6.5	6.5	·	18.6%	1.4%	125	125	·	·
N#CCc1ccc(NS(=O)(=O)c2ccc(N3CCCC3=O)cc2)cc1	·	·	3.4	5.6%	-1.1%	·	·	83.2	86.5
COC(=O)CN1C(=O)C2(OCCCO2)c2ccccc21	-1.9	1.9	-2.7	1.9%	-28.2%	197	197	97.0	94.3
COc1ccc(OCC(=O)Nc2sc3c(c2C(=O)NCC2CCCO2)CCC3)cc1 (configuration not stated)	13.3	-13.3	·	-6.3%	-4.2%	118	118	·	·
CCCC(=O)O[C@@H]1C[C@@H](C)N(C(=O)c2ccccc2)c2ccc(C)cc21	12.8	-12.8	21.4	18.2%	-42.5%	159	159	79.3	100.7
Cc1ccc(-c2cc(C(=O)Nc3c(C)n(C)n(-c4ccccc4)c3=O)[nH]n2)c(O)c1	-38.3	38.3	-16.6	0.9%	-38.5%	191	191	93.5	76.9
CCOC(=O)C1=C(N)OC2=C(C(=O)CCC2)C1c1ccco1 (configuration not stated)	-37.9	37.9	-6.2	-5.7%	13.1%	140	140	94.3	88.1
C=CCn1c(-c2c[nH]c3ccccc23)n[nH]c1=S	-9.0	9.0	4.5	-3.6%	-64.5%	103	103	74.5	79.0
CN(CC(=O)O)S(=O)(=O)c1cccs1	-12.4	12.4	-2.5	-14.2%	-22.4%	129	129	94.2	91.7
